Bioassay records as filed in PubChem.
RBX1-CUL1 inh: inhibitors of human ROC1-CUL1 ubiquitin ligase activity. in vitro K48 di-Ub FRET, acceptor:donor ratio, 45 min. inhibition, % at 10 µM. 140,000 tested, 0.6% active; in the data active means inhibition above about 25%
Target sequence (P62877 whole entry, looked up): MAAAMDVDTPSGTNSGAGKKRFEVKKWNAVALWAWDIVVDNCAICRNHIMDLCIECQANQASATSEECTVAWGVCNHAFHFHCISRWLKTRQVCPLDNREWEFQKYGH
Target sequence (Q13616 whole entry, looked up): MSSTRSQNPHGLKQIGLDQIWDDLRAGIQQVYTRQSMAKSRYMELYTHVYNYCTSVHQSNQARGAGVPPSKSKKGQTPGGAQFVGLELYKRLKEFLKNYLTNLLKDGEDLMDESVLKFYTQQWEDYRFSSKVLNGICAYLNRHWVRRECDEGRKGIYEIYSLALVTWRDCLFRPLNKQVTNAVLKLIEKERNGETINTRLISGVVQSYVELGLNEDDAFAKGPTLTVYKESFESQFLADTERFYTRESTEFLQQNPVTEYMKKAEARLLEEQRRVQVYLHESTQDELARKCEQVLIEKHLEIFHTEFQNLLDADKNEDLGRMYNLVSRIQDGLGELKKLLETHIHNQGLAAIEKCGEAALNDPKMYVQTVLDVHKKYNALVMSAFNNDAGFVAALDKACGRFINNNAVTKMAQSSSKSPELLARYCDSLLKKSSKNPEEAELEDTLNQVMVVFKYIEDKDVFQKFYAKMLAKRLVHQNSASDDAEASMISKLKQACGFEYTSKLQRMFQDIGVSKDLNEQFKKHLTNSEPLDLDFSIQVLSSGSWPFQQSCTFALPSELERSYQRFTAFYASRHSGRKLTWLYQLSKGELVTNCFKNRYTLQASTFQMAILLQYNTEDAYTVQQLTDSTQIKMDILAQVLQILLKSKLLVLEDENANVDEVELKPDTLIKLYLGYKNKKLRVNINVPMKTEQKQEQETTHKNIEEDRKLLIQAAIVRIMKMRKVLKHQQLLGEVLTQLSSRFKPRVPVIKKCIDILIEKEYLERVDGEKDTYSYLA
Active calls of the source: *; & = joins results of further samples. Not all compounds are listed; count on the stated rates, not on these rows.

RBX1-CUL1 inh	SMILES
5	O=C1C(=O)N(CC2CCCO2)C(c2ccc(F)cc2)C1C(=O)c1ccco1 (stereo not given)
2	CCOc1ccc(N2CC(NC(=O)c3ccc(S(=O)(=O)N4CCCC4)cc3)CC2=O)cc1 (stereo not given)
17	CCOC(=O)c1sc(N/N=C/c2ccc(OCc3ccc(Cl)cc3)c(OC)c2)nc1C
5	O=C(NC(=S)Nc1ccc(S(=O)(=O)N2CCOCC2)cc1)c1ccc(Br)o1
-13	Nc1c(C(=O)Nc2ccc(Oc3ccccc3)cc2)sc2nc3c(cc12)CCC3
-5	CC(=O)Nc1ccc(N(C)C(C)(C)C)cc1
6	COc1cc(F)ccc1C(=O)NCCC1CN(c2cnn(C)c(=O)c2)CCO1 (stereo not given)
-6	NC(=O)NC(=O)c1cc2ccccc2oc1=O
-4	CCc1ccc2oc(-c3ccc(C)c(NC(=O)c4cc([N+](=O)[O-])ccc4N4CCOCC4)c3)nc2c1
-7	CCCC(=O)Nc1ccc(NC(=O)c2oc3ccc(C)cc3c2C)cc1
-9	COc1ccc2ncc3c(-c4ccccc4)nn(-c4ccc(C)c(C)c4)c3c2c1
4	CCOC(=O)c1sc(C)c2c(=O)n(C3CCCCC3)nnc12
0	Cc1ccc(CN2CC[C@@H](N3CCC(O)CC3)[C@H](O)C2)cc1
1	CN1C(=O)C(=Cc2ccc(SCC(=O)Nc3ccc4ccccc4c3)o2)C(=O)N(C)C1=O
3	COc1ccccc1OCC(=O)c1ccc(C)c(C)c1
-1	CCOc1ccc(CNCc2c(C(=O)O)c(C)n(Cc3ccc(F)cc3Cl)c2C)cc1
8	Cc1ccsc1C(=O)N(C)C1CCCN(CCc2ccccc2)C1 (stereo not given)
-1	COC(=O)c1ccccc1NC(=O)C12CC3CC(CC(C3)C1)C2
-11	CC1=C(C(=O)NCc2ccccc2C)C2(CCCCC2)OC1=O
3	COc1ccc(N2CCN(C(=O)C(C)Oc3ccc(F)cc3F)CC2)cc1 (stereo not given)
0	CN(Cc1cccc(-c2nc(C3CCOCC3)cc(=O)[nH]2)c1)Cc1ccn[nH]1
-3	COc1ccc(/C=C(\C#N)C(=O)c2ccc(Br)cc2)cc1
-4	NS(=O)(=O)c1ccccc1NC(=O)C1C2C=CC(C2)C1C(=O)O (stereo not given)
-2	Cc1ccc(NC(=O)CSc2nnc(Cc3ccccc3)o2)cc1Cl
0	COCC(=O)Nc1cc(C(=O)N2CCN(C(C)=O)CC2)c2c(c1)ncn2Cc1ccc(F)cc1
0	Cc1ccc(C)c(NC(=O)c2nc(S(C)(=O)=O)ncc2N(Cc2ccc(C(C)(C)C)cc2)Cc2ccco2)c1
-13	COc1ccccc1CNC(=O)CN1C(=O)c2cccnc2Oc2ccccc21
6	CCOC(=O)c1c(C)n(CC)c2cc(Br)c(OC)cc12
5	CN(c1ccc(C(=O)Nc2ccc(S(=O)(=O)Nc3cccc(Cl)c3Cl)cc2)cc1)S(=O)(=O)c1ccccc1
5	Cc1ccccc1OCc1nnc(SCC(=O)Nc2ccc3c(c2)oc2ccccc23)n1C
-1	Cc1nn(C)c(C)c1S(=O)(=O)N(CC(=O)Nc1ccc(F)cc1F)c1ccc(C(C)C)cc1
4	COc1ccccc1CCNC(=O)C(=O)NCC(c1cccnc1)N1CCN(c2ccccc2)CC1 (stereo not given)
-5	COC(=O)c1ccc(CSc2nc3c([nH]c4ccccc43)c(=O)n2-c2cccc(Cl)c2)o1
-7	Cn1c(=O)c(=O)n(C)c2cc(S(=O)(=O)N3CCCC3C(=O)Nc3ccccc3F)ccc21 (stereo not given)
4	CCCCN1C(=O)C(C=Nc2cccc(C)n2)C(=O)N(CCc2ccccc2)C1=O (stereo not given)
-3	Cc1ccccc1C(=O)n1nc(-c2cccnc2)nc1NCc1ccccc1
5	CCC(=O)NC(Nc1sc2c(c1C(N)=O)CCCC2)(C(F)(F)F)C(F)(F)F
1	Cc1ccc(OCCSc2nc(-c3cccs3)nc3cc(=O)[nH]n23)cc1Cl
0	CN(C)Cc1cccc(OCC(O)CN2CCc3ccccc3C2)c1 (stereo not given)
-1	Cc1ccc(-c2nc(CCNC(=O)c3ccc(C)c(C)c3)cs2)cc1
4	CSc1ncc(CNCc2cccnc2Oc2ccc(C)nc2)cn1
2	CCC(=O)Nc1ccc2nc(SCCOc3ccc(C)cc3OC)sc2c1
-3	COc1cccc(CNC(=O)CN2C(=O)COc3ccc(S(=O)(=O)N4CCCCCC4)cc32)c1
-2	O=C(O)CSc1nnc2c(n1)OC1(CCCC1)Nc1ccccc1-2
1	CCOC(=O)c1cnc2c(Cl)cccc2c1NCCN1CCOCC1
3	Cc1ccc(C(=O)NNS(=O)(=O)c2ccc([N+](=O)[O-])cc2)cc1
1	CC(C)(C)c1ccc(CN2CCN(c3ccnc4cc(Cl)ccc34)CC2)cc1
4	O=C1CSC2(C(=O)N(Cc3cccc(C(F)(F)F)c3)c3ccccc32)N1c1ccc(F)c(F)c1 (stereo not given)
2	CC(=O)C1=NN(c2ccccc2)C(c2ccc(C)s2)N1c1ccc(F)cc1 (stereo not given)
-7	CCN(Cc1ccccc1)C(=O)CCc1nnc(Cc2ccc3c(c2)OCO3)o1
-5	N#C/C(=C\c1cccc(Cl)c1Cl)c1nn(CCO)c(N)c1C#N
-2	COc1ccc(CN2CCC(c3nc(-c4ccncc4)ncc3-c3cccc(OC)c3)CC2)cc1
6	CC(C)Sc1ncc(Cl)c(C(=O)N(Cc2ccc(F)cc2)C2CCS(=O)(=O)C2)n1 (stereo not given)
-1	CC(C)(C)c1ccc(C(=O)N2CCN(c3ccccc3F)CC2)cc1
0	CC(=O)N(C)C(c1ccccc1)c1nnnn1-c1c(C)cccc1C (stereo not given)
-2	COc1ccc(CC(=NC(=O)c2ccco2)C(=O)Nc2ccc3ccccc3c2)cc1
6	CCS(=O)(=O)N1CCC(C(=O)NCCN2CCOCC2)CC1
4	O=C(CC1C(=O)N(c2ccc(F)cc2)C(=O)N1Cc1ccc2c(c1)OCO2)Nc1ccc(Cl)cc1 (stereo not given)
-2	Cc1ccc(C=C2C(=O)NC(=S)NC2=O)cc1
-2	CC1=C[C@@]2(C)Cc3cc(C)cc(C)c3S(=O)(=O)[C@@H]2C(C)=C1

The results go on.
RBX1-CUL1 inh	SMILES
4	Cc1ccc(C)c(S(=O)(=O)NC(C)C(=O)Nc2ccc(Br)cc2F)c1 (stereo not given)
7	Cc1cccc(-n2c(=S)sc3ncccc32)n1
0	Cc1ccc(Oc2cc3nnnn3cn2)cc1
-5	COC(=O)CCC(=O)NNC(=O)c1cccc(Cl)c1
0	NC(=O)CSCC(=O)Nc1ccc2ccccc2c1
-3	Cn1c2ccccc2c2c(C(=O)N3CCN(c4ccc(F)cc4)CC3)cn(C3CCCCC3)c(=O)c21
3	CCn1c(=NC(=O)c2ccc3c(c2)OCCO3)sc2c(C)ccc(OC)c21
0	OCC1CCN(c2ncc3c(n2)CCCC3NCc2cccc(Cl)c2)CC1 (stereo not given)
0	COc1ccc(C2N3CC4(C)CN2CC(c2ccccc2)(C3)C4=O)cc1OC (stereo not given)
-11	CCCCCn1c(CCCNC(=O)c2ccccc2)nc2ccccc21
-10	CC1(C)CC(=O)C/C(=N\NC(=O)C2CCCCC2)C1
-1&4	C=C(C)Cn1c(SCC(=O)Nc2ccccc2C)nc2sc3c(c2c1=O)CCCC3
4	CCOc1ccc(C2Oc3ccccc3C3CC(c4cccs4)=NN32)cc1OCC (stereo not given)
10	CCOC(=O)c1cccc2c3c([nH]c12)C(C(=O)OCC)CCC3 (stereo not given)
-6	Cc1cc(-c2ccccc2)cc(C)c2cccc1-2
9	O=C1NC(=S)S/C1=C/C=C/c1ccccc1Cl
4	COC(=O)C12CCC(C)(C(OC(=O)c3cc4ccccc4oc3=O)C1)C2(C)C (stereo not given)
0	CCOC(=O)c1[nH]c(C)c(CCC(=O)N2CCN(c3cccc(OC)c3)CC2)c1C
2	Fc1ccc(OCc2nnc3sc(C4CC4)nn23)cc1
-10	COc1ccc(C(=O)NC(=S)Nc2cccc3ccccc23)cc1[N+](=O)[O-]
5	Cc1ccccc1CN1c2ccccc2-c2nc(SCC(=O)c3ccccc3)ncc2S1(=O)=O
-1	COc1ccc(OC(=O)CCCOc2ccc(Cl)cc2Cl)cc1
5	C=CCOc1ccc(NC(=O)OC(C)(C)C)cc1
-2	Cc1ccc(Cl)cc1NC(=O)Cn1c(=O)n(CCC(=O)N2CCc3ccccc3C2)c(=O)c2ccccc21
0	CCCc1noc(CN2CCN(C(=O)c3ccc(OC)cc3)CC2)n1
-14	C=CCN1C(=O)C(CC(=O)O)SC1=Nc1ccccn1 (stereo not given)
3	NC(=O)C(Cc1ccccc1)N1C(=O)C2C3C=CC(C3)C2C1=O (stereo not given)
2	O=S1(=O)c2ccccc2N(Cc2ccc(Cl)cc2F)c2ccccc21
9	Cc1ccccc1-c1noc(-c2ccc(NC3CCC(O)CC3)nc2)n1 (stereo not given)
4	CC(OC1=CC(=O)CCC1)C(=O)c1ccccc1 (stereo not given)

Taken from the listing (21 entries):
RBX1-CUL1 inh	SMILES
5	O=C(NC(=S)Nc1ccc(S(=O)(=O)N2CCOCC2)cc1)c1ccc(Br)o1
-13	Nc1c(C(=O)Nc2ccc(Oc3ccccc3)cc2)sc2nc3c(cc12)CCC3
-5	CC(=O)Nc1ccc(N(C)C(C)(C)C)cc1
6	COc1cc(F)ccc1C(=O)NCCC1CN(c2cnn(C)c(=O)c2)CCO1 (stereo not given)
-6	NC(=O)NC(=O)c1cc2ccccc2oc1=O
-4	CCc1ccc2oc(-c3ccc(C)c(NC(=O)c4cc([N+](=O)[O-])ccc4N4CCOCC4)c3)nc2c1
-7	CCCC(=O)Nc1ccc(NC(=O)c2oc3ccc(C)cc3c2C)cc1
-9	COc1ccc2ncc3c(-c4ccccc4)nn(-c4ccc(C)c(C)c4)c3c2c1
4	CCOC(=O)c1sc(C)c2c(=O)n(C3CCCCC3)nnc12
0	Cc1ccc(CN2CC[C@@H](N3CCC(O)CC3)[C@H](O)C2)cc1
1	CN1C(=O)C(=Cc2ccc(SCC(=O)Nc3ccc4ccccc4c3)o2)C(=O)N(C)C1=O
3	COc1ccccc1OCC(=O)c1ccc(C)c(C)c1
-1	CCOc1ccc(CNCc2c(C(=O)O)c(C)n(Cc3ccc(F)cc3Cl)c2C)cc1
8	Cc1ccsc1C(=O)N(C)C1CCCN(CCc2ccccc2)C1 (stereo not given)
-1	COC(=O)c1ccccc1NC(=O)C12CC3CC(CC(C3)C1)C2
-11	CC1=C(C(=O)NCc2ccccc2C)C2(CCCCC2)OC1=O
3	COc1ccc(N2CCN(C(=O)C(C)Oc3ccc(F)cc3F)CC2)cc1 (stereo not given)
0	CN(Cc1cccc(-c2nc(C3CCOCC3)cc(=O)[nH]2)c1)Cc1ccn[nH]1
-3	COc1ccc(/C=C(\C#N)C(=O)c2ccc(Br)cc2)cc1
-4	NS(=O)(=O)c1ccccc1NC(=O)C1C2C=CC(C2)C1C(=O)O (stereo not given)
-2	Cc1ccc(NC(=O)CSc2nnc(Cc3ccccc3)o2)cc1Cl

Later entries
RBX1-CUL1 inh	SMILES
-6	CC(C)c1nn2c(=O)cc(COC(=O)c3cccs3)nc2s1
14	Cc1ccc(S(=O)(=O)NC2(C(F)(F)F)NC(=O)N(CCc3ccccc3)C2=O)cc1 (stereo not given)
-7	Cc1ccc(CN2CCN(/N=C/c3cccn3C)CC2)c(C)c1
1	CCN(Cc1ccccc1)C(=O)Cn1c(=O)n(-c2ccc(Cl)cc2)c(=O)c2c(C)c(C)sc21
-13	C(=C\c1nc2ccccc2s1)/c1ccccc1
0	CC(C)N(C)Cc1nnnn1CC(=O)N1CCCC(C(=O)c2cccs2)C1 (stereo not given)
11	COc1ccc(F)c(CN2CCCC3(CCN(C(=O)c4cnc(C)cn4)C3)C2)c1 (stereo not given)
8	Cc1c(C(=O)N2CCNC(=O)C2c2ccc(F)cc2)oc2c(F)cccc12 (stereo not given)
-15	Cc1cc(NC(=O)Cc2ccccc2)ccc1NC(=O)c1cccs1
3	Fc1ccccc1CNc1ccc2c(c1)oc1ccccc12
-6	Cc1cc(Cl)nc(NC(=O)c2nn(C)c(C)c2Br)n1
-1	O=C(CN1CCOC1=O)NC1CCCN(CCc2ccccc2)C1 (stereo not given)
24	COc1cccc(C2C3=C(N=c4s/c(=C/c5ccc(-c6ccc(C(=O)O)cc6C)o5)c(=O)n42)c2ccccc2CC3)c1 (stereo not given)
0	Cc1cccn2c(CN[C@H]3CCCCNC3=O)c(C(=O)N3CCOCC3)nc12
6	CC(=O)c1ccc(-c2ccc(/C=C3/SC(=S)N(c4ccccc4)C3=O)o2)cc1
-2	CCN(c1cc(C)cc(C)c1)S(=O)(=O)c1nnc(NC(=O)c2cccs2)s1
-2	Cc1noc2ncnc(NCc3cccc(Cl)c3)c12
1	O=C(N/N=C/c1c(F)c(F)c(F)c(F)c1F)c1cc2nc(-c3ccccc3)cc(C(F)(F)F)n2n1
9	Cc1cnc(C(=O)N2CCCC(CO)(CCc3ccccc3)C2)cn1 (stereo not given)
11	CN1CCN(C(=O)CC2Cn3ncc(-c4ccc(Cl)cc4)c3NC2=O)CC1 (stereo not given)
-7	O=C1NN(c2ccc(I)cc2)C(=O)/C1=C\c1ccccc1O
-4	O=C(COc1ccccc1)Nc1c(C(=O)N2CCN(c3ccc(F)cc3)CC2)oc2ccccc12
0	O=C1CSC2(C(=O)Nc3ccccc32)N1c1ccc(Br)cc1 (stereo not given)
7	COc1ccc(C(=O)Oc2ccc(C(=S)N3CCCC3)cc2OC)cc1OC
6	CS(=O)(=O)N1CCN(C(=O)Nc2ccccc2Cl)CC1
2	COc1ccc(CC(=O)NCC2CCCN(C(=O)CCn3ccc(C)n3)C2)cc1 (stereo not given)
0	COc1ccc(Br)cc1-c1nc2cc(Cl)ccc2c(=O)o1
-11	COC(=O)c1cc2n[nH]nc2cc1OC
7	O=C(NC1(C(F)(F)F)NC(=O)N(Cc2ccccc2)C1=O)c1cccs1 (stereo not given)
3	COc1ccc(-c2cc(C(=O)OCC(=O)C(C)(C)C)c3cc(Br)ccc3n2)cc1
-5	CN(c1ccccc1)S(=O)(=O)c1ccc(NC(=O)c2nc(S(C)(=O)=O)ncc2Cl)cc1
-3	O=C(COc1ccccc1)NC(NNc1ccccc1)(C(F)(F)F)C(F)(F)F
-6	O=C(CC1SC(=Nc2ccc(Cl)cc2)NC1=O)Nc1ccc(Cl)cc1Cl (stereo not given)
